# Screening data as filed in PubChem BioAssay.
# SUMO Mot1 rescue – SUMOylation pathway inhibition by Mot1-301 growth rescue; S. cerevisiae Mot1-301 growth rescue, ATP luminescence, 38.5C; percent above DMSO median, 100 means doubled; growth rescue, % at 18.8 µM; actives 1% (n = 320,000); AID 2716;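 active = every valid replicate shows activation above 250% relative to neutral control wells; inactive = the rest, any valid replicate at or below 250%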;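 also: OY570 slx delta 5 strain wells were the positive control but not used for scaling; some compounds called inactive have numbers as strong as hits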
# OPRM1-OPRD1 inv – inverse agonists of human mu-delta opioid receptor heterodimerization; actives 0.21% (n = 340,000); inhibition, % at 9.3 µM; P35372+P41143; cell-based MOR-DOR heterodimer luminescence, inverse agonism; in the data active = inhibition above about 22%, passing the limit was not always enough;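 also: 0% = cells with DMSO and 100% = wells without cells with DMSO; values of inactives mirror those of a sister screen read the other way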
# Target sequence (P35372 whole entry, looked up): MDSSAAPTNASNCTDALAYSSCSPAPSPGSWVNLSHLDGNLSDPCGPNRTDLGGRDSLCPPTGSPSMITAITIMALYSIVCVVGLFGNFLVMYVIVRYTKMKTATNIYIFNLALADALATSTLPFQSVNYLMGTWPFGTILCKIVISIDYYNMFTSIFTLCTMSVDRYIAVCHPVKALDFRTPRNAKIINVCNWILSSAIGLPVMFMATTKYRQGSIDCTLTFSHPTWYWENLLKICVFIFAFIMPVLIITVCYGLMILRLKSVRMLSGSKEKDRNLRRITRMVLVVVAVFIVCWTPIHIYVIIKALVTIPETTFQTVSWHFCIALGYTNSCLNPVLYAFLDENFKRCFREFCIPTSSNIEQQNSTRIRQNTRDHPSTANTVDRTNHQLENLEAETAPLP
# Target sequence (P41143 whole entry, looked up): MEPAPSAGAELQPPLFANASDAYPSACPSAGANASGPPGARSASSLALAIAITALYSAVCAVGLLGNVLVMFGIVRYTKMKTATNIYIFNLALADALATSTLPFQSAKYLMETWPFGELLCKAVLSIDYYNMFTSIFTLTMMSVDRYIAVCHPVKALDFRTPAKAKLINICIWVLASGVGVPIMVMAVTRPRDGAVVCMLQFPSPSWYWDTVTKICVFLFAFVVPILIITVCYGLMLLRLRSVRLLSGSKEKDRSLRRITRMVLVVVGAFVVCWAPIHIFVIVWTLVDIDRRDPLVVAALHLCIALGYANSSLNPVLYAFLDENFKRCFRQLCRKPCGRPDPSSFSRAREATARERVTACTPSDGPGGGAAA
# PfHsp90 set2 – growth inhibition of yeast expressing Plasmodium Hsp90; inhibition, % at 9.4 µM; actives 0.32% (n = 310,000); AID 504621; S. cerevisiae expressing PfHsp90, BacTiter-Glo ATP, 48 h; yeast lacking PDR1 and PDR3 efflux regulators;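 active = every replicate shows inhibition above about 80%, whatever the replicate mean, limit read from the data; inconclusive = mean inhibition reaches the set limit but some replicate falls short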;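 also: 0% = DMSO neutral controls and 100% = 20 µM radicicol positive controls; yeast relying on Plasmodium falciparum Hsp90 in place of its own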
# HTR5A inv ctr – inverse agonist of human HTR5A in OPRM1-OPRD1 counter-screen; actives 0.083% (n = 340,000); inhibition, % at 9.3 µM; AID 504634; P47898; HTR5A cell line, luminescence, inverse agonism; in the data active = inhibition mostly above about 23%, no sharp cut-off; inactive = mostly below about 18%;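 also: 0% = cells with DMSO and 100% = no-cell wells with DMSO; some compounds called inactive have numbers as strong as hits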
# AddAB inh – less growth of phage-infected E. coli with AddAB; inhibition, % at 11.9 µM; actives 0.29% (n = 330,000); E. coli expressing H. pylori AddAB, absorbance growth; in the data active = inhibition above about 12%;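 also: 0% = vehicle wells of infected cells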
# OPRM1-OPRD1 ag – OPRM1-OPRD1 heterodimerization agonism; P35372+P41143; cells, luminescence; activation, % at 9.3 µM; actives 0.3% (n = 340,000); in the data active = activation above about 18%;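 also: 0% = vehicle-treated cells and 100% = reference agonist; values of inactives mirror those of a sister screen read the other way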
# Ecoli viability – counter-screen for AddAB inhibitors: E. coli growth inhibition. E. coli V3065 growth, OD600 absorbance, 18 h. inhibition, % at 11.9 µM. actives 0.27% (n = 330,000);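 active = inhibition above the campaign's mean inhibition across all tested compounds plus 3 SD, cut at about 9.9% in these data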;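 also: uninfected addAB+ strain grown without phage in ampicillin broth; 0% = DMSO wells and 100% = ciprofloxacin 0.95 µg/ml wells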
# PKA-R2B activ – activates the human PKA-R2B holoenzyme complex | activation, % at 11.4 µM | P22694+P31323 | actives 0.079% (n = 340,000) | PKA-R2B holoenzyme dissociation, Cy5-IP20 fluorescence polarization; R2B truncated from residue 108, S112A mutant; 0% DMSO only, 100% 113 µM cGMP;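 active = activation above a cutoff set at the mean over all compounds plus 3 SD, cut at about 18% in these data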;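 also: higher means more holoenzyme dissociation and a rise in polarization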
# PKA-R1A act – activates the PKA-R1A holoenzyme complex | P00514+P68181 | PKA-R1A dissociation, Cy5-IP20 fluorescence polarization; scaled: DMSO 0%, 113 µM cGMP 100% | activation, % at 11.4 µM | actives 0.083% (n = 340,000) | AID 504707;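 active = percent activation above the mean of all tested compounds plus 3 SD, cut at about 19% in these data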;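 also: higher means more PKAc released from R1A so a rise in polarization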
# Tat export inh – blocks Tat-dependent protein export in E. coli; E. coli MC4100 TorA-mCherry Tat export, fluorescence; inhibition, % at 10 µM; actives 0.036% (n = 340,000); AID 488895;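 active = mean replicate inhibition at least 50% and at least half of replicates individually reaching 50%; inconclusive = only one of the two criteria met; inactive = neither criterion met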;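 also: exported cargo escapes ClpAP degradation while cytoplasmic cargo is degraded and loses fluorescence; 0% = median of neutral control wells and 100% = median of NaSCN control wells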
# phage Ecoli inh – E. coli growth loss with phage present; inhibition, % at 11.9 µM; actives 0.26% (n = 360,000); growth absorbance; in the data active = inhibition above about 11%
# Active calls of the source: *; ? = inconclusive; · = no result given.
# The line under a structure holds: PfHsp90 set2	OPRM1-OPRD1 inv	Ecoli viability	phage Ecoli inh	AddAB inh	OPRM1-OPRD1 ag	HTR5A inv ctr	PKA-R2B activ	SUMO Mot1 rescue	Tat export inh	PKA-R1A act
> CN1c2ccccc2C(C)(C)C12C=Cc1cc(O)ccc1O2 (stereo not given)
  ·	-52	0.3	-0.1	2.1	8.7	1	2	-13	0	-8
> CCc1ccc(CN2CCC(n3nccc3NC(=O)C3CCCC3)CC2)cc1
  5	23	-1.6	4.2	2.4	-4.5	12	4	-1	0	0
> O=C(O)CCN1C(=O)c2ccncc2C1=O
  ·	16	-2.2	1.6	0.0	-3.5	1	-4	203	2	0
> CCC(C)c1ccccc1NC(=O)COC(=O)c1ccc2c(c1)S(=O)(=O)c1ccccc1C2=O (stereo not given)
  -18	-27	2.4	0.6	-0.7	4.0	-10	-12	-13	3	-2
> O=C(COC(=O)c1nc(Cl)ccc1Cl)Nc1ccc2c(c1)OCO2
  -2	18	-0.2	2.8	2.7	-3.6	16	-18	2	0	0
> CCN(CC(=O)Nc1c(F)cccc1F)C(=O)CCc1nc2cc(S(=O)(=O)N(C)C)ccc2n1CC
  3	8	1.4	0.3	2.6	-1.5	15	-3	148	-2	-11
> CC(C)CNC(=O)c1cccc(Cn2cc(Cl)cn2)c1
  -3	-1	2.5	2.4	0.6	0.1	1	1	7	-10	5
> COc1ccc(CC(=O)N/N=C/c2cccnc2)cc1OC
  3	7	0.2	-0.2	1.2	-1.4	-28	8	-9	7	0
> COc1ccc(C(=O)N(CCc2ccccc2)Cc2cccs2)c(OC)c1
  7	-17	-3.0	-0.6	2.3	2.1	-22	-2	-13	12	-3
> Cc1cc(Br)c(NC(=O)COC(=O)c2ccc[n+]([O-])c2)c(Br)c1
  ·	8	0.1	3.1	-1.3	-2.1	4	-4	12	-9	2
> COCCN(Cc1nc2ccccc2c(=O)[nH]1)C(=O)COc1c(C)cc(Cl)cc1C
  ·	4	1.8	0.5	2.1	-1.1	8	-6	-8	-1	-1
> C=CCc1ccc(OCCOCCOc2cccc3ccc(C)nc23)c(OC)c1
  0	1	0.5	-2.1	0.7	-0.2	-6	8	11	12	-1
> COc1ccc(OCCN(C)Cc2ccccc2)cc1
  ·	13	-0.3	2.2	2.8	-2.2	-10	7	126	11	-12
> CC(=O)NC(CCS(C)(=O)=O)C(=O)Nc1ccc(Oc2ccccc2)cc1 (stereo not given)
  -12	9	-0.6	0.7	0.2	-1.6	-17	-2	19	-17	-9
> COc1ccccc1CNC(=O)C1CC(c2ccccc2C(F)(F)F)=NO1 (stereo not given)
  -10	9	-3.0	4.1	0.4	-1.6	-16	3	2	-23	-6
> Cc1ccc(OCC(=O)N2CCCC(CO)(CCOc3ccccc3)C2)cc1 (stereo not given)
  -17	9	0.8	2.4	2.2	-2.8	6	3	-7	-2	-8
> CCCCCOc1ccccc1C(=O)NCC(=O)O
  ·	17	0.6	5.0	1.7	-3.0	-1	-5	-8	-10	-13
> O=C(Nc1cccc([N+](=O)[O-])c1)c1ccncc1
  7	8	-1.5	4.0	4.7	-1.5	6	-2	-11	-7	-6
> Cc1ccc(Cl)c(OCCCCN2CCC(C)CC2)c1
  -29	7	·	3.2	·	-1.5	-2	-12	·	-1	4
> CCn1c(SCC(=O)N(C)Cc2ccc(OC)c(F)c2)nc2cc(S(N)(=O)=O)ccc21
  -21	15	-1.4	2.7	-1.0	-2.4	-12	1	-8	-3	6
> CCC(=O)N1CCc2cc(S(=O)(=O)NC(C(=O)Nc3cccc(C)n3)C(C)C)ccc21 (stereo not given)
  5	12	1.0	0.6	1.2	-2.0	15	-9	51	6	-16
> CC(C)NC(=O)CSc1ccccc1C(=O)NNC(=O)Cn1ccc(C(F)(F)F)n1
  24	4	0.5	5.5	0.7	-0.7	11	6	-18	-8	-2
> CCOc1ccc(-c2nnc(SCC(=O)N3CCN(c4ccccc4)CC3)o2)cc1
  -15	9	0.9	2.4	0.5	-1.7	9	6	-11	8	1
> CNC(=O)c1[nH]cnc1C(=O)N[C@@H](Cc1ccccc1)C(=O)OCc1ccccc1
  7	-53	0.9	-2.4	4.9	9.4	-20	-11	8	5	-5
> CC(C)C(=O)N/N=C/c1ccc(OCc2ccccc2)cc1
  -13	4	0.6	2.5	2.4	-0.8	-7	-3	-7	-2	-6
> COc1ccc(C(=O)C2CCN(C(=S)NCCc3ccccc3)CC2)cc1
  1	9	1.9	4.3	3.3	-1.7	-20	-9	6	-2	-7
> O=C(CN1C(=O)c2ccccc2S1(=O)=O)N1CCN(c2ccccc2)CC1
  -12	2	2.6	·	1.2	-0.4	-16	3	-22	4	4
> Cc1ccc(S(=O)(=O)N2CCC(=O)N(C(COCc3ccc(C(F)(F)F)cc3)Cc3ccccc3)CC2)cc1 (stereo not given)
  -9	-2	0.9	-0.8	-1.1	0.3	-18	-5	206	-6	-14
> CCCC(=O)Nc1ccc(C(=O)N/N=C/c2cccnc2)cc1
  22	3	0.6	2.1	0.6	-0.6	6	4	7	12	-1
> CC(C)(C)OC(=O)NCCCCCNC(=O)c1nc[nH]c1C(=O)NCc1ccc(CNC(=O)OC(C)(C)C)cc1
  -19	-33	-1.7	0.6	2.1	6.0	-4	-12	6	11	-1
> Cc1ccc(C)c(S(=O)(=O)N2CCCCC2CCNC(=O)C(=O)NCc2ccccc2)c1 (stereo not given)
  -22	-6	2.1	2.0	2.3	0.9	-1	-6	8	14	-1
> Cc1ccc(N=Cc2nc(-c3ccc(C)cc3)oc2O)cc1
  -5	6	·	2.4	·	-1.2	-4	-2	·	-1	-5
> Cc1cc2oc3ccc(NCCC4CCCN4C)cc3c(=O)c2cc1C (stereo not given)
  5	0	-3.1	1.9	1.1	0.0	3	8	231	11	-3
> Cc1cc(C(=O)Cn2nnc3ccccc3c2=O)c(C)n1-c1c(C)n(C)n(-c2ccccc2)c1=O
  18	-5	-0.4	-1.1	-1.1	0.8	23	1	3	-7	-9
> CCc1c(C)c2cc(Cl)c(O)c(CN3CCCC3)c2oc1=O
  -13	5	·	1.0	·	-1.0	-6	-1	532	-5	-1
> CCOc1cccc(NCc2cc3c(C(C)(C)C)nn(-c4ccccc4)c3[nH]c2=O)c1
  -12	-4	0.2	5.1	0.0	0.8	-16	-4	-3	4	-15
> Cc1cccc2nc3c(nc12)-c1ccccc1C3=O
  -33	40*	1.7	1.6	1.6	-8.1	-14	-5	-9	-1	-6
> COc1ccc(NC(=O)CC2C(=O)N(c3cccc(OC)c3)C(=O)N2CCC(C)C)cc1 (stereo not given)
  ·	7	-1.2	2.0	-0.1	-1.2	-17	-6	-3	-1	0
> O=C(c1ccccc1/S(=N/S(=O)(=O)c1ccccc1)N1CCOCC1)N1CCOCC1 (stereo not given)
  8	0	-1.6	3.1	1.1	0.0	8	0	112	3	-8
> COc1cc(NC(=O)CC(C)n2ccnc2)cc(OC)c1 (stereo not given)
  19	11	-2.1	0.9	-1.7	-2.4	3	-5	358	-5	2
> COc1ccccc1NC(=O)CSc1nccc(-c2ccco2)n1
  -8	16	2.8	1.1	0.4	-4.3	4	-3	-20	8	1
> COc1ccccc1COn1c(=O)c(-c2ccco2)[n+]([O-])c2ccccc21
  -5	-9	0.1	3.6	2.0	1.8	-30	3	·	-3	6
> CC(=O)C1C(C)CC2C3CCC4CC(=O)CCC4(C)C3CCC21C (stereo not given)
  8	-6	·	0.8	·	1.1	5	-5	·	-1	3
> COc1ccc(NC(=O)N2CCCC(CNS(=O)(=O)c3cccs3)C2)c(C)c1 (stereo not given)
  9	7	0.3	1.9	-0.2	-1.3	14	0	-5	13	4
> Clc1ccc(Nc2ncn[nH]2)cc1
  21	-4	0.0	1.2	0.2	0.7	2	0	-21	-1	-3
> CN(O)C(=S)c1ccccc1
  104*	41*	·	28*	·	-9.4	20	3	·	0	1
> Cc1ccc(S(=O)(=O)NCCOc2nc(N3CCOCC3)nc(N3CCOCC3)n2)cc1
  25	-13	-0.3	1.2	-1.3	2.4	-55	10	-7	20	-2
> CSc1nc(-c2ccc(C)cc2)[nH]c1S(=O)(=O)c1ccccc1
  2	8	1.1	1.2	0.7	-1.3	17	-8	·	2	-9
> CCCC(C(=O)NC1CCCC1)N(Cc1ccc2c(c1)OCO2)C(=O)c1snc(C(N)=O)c1N (stereo not given)
  17	7	-1.7	0.0	-0.1	-1.3	-2	-13	-8	-3	0
> COc1cccc(NC(=O)CCC2CCN(C(=O)c3c(C)noc3C)CC2)c1
  8	11	2.6	2.2	5.4	-2.1	0	-5	·	-5	1
> CCCCn1c(N)c(N(Cc2ccccc2OC)C(=O)CN2C(=O)NC(C)(c3ccccc3)C2=O)c(=O)[nH]c1=O (stereo not given)
  ·	2	-1.5	3.9	-0.7	-0.5	8	8	5	-9	-10
> COC(=O)CNC(=O)c1ccc(=O)oc1
  6	4	1.1	-1.4	3.5	-0.8	13	15	-11	3	2
> NC1=NC(=O)/C(=C/c2cn(Cc3ccccc3)c3ccccc23)S1
  -13	-20	-0.9	2.4	0.0	4.0	-19	-5	0	-1	-1
> O=C(OCc1csc(-c2ccccc2)n1)c1ccc(O)cc1
  -27	-11	-0.4	0.6	4.1	2.1	9	2	4	-2	4
> Cc1noc(C)c1C(=O)N1CCC(C(=O)c2ccc(F)cc2F)CC1
  -2	9	0.9	-0.7	1.3	-1.8	-28	4	1	3	-9
> CC(=O)Nc1ccc(N2CC(C)(C)C2=O)cc1
  -10	19	2.3	2.5	7.2	-3.5	9	-13	1	6	5
> Cc1ccccc1-n1c(SCC(=O)N2CCC(C(=O)O)CC2)nnc1-c1ccncc1
  -36	-2	2.3	3.8	1.9	0.5	-5	-9	4	3	1
> Nc1ccccc1C(=O)NCCCN1CCN(c2cccc(Cl)c2)CC1
  13	-6	-0.6	2.5	0.6	1.1	-11	-1	-21	2	5
> COc1ccccc1CCNS(=O)(=O)CCNC(=O)c1ccc2c(c1)OCO2
  13	8	1.1	4.4	1.3	-1.2	1	-3	·	14	-8
> CCOC(=O)C1=C(CC)Nc2ccccc2N/C1=N\S(=O)(=O)c1ccc(C(=O)OCC)cc1
  -28	11	-2.0	1.1	0.2	-2.2	4	-4	3	4	-2

# Other entries.
# The line under a structure holds: PfHsp90 set2	OPRM1-OPRD1 inv	Ecoli viability	phage Ecoli inh	AddAB inh	OPRM1-OPRD1 ag	HTR5A inv ctr	PKA-R2B activ	SUMO Mot1 rescue	Tat export inh	PKA-R1A act
> Cc1cc(-n2c(C)cc(C(=O)COc3cccnc3[N+](=O)[O-])c2C)no1
  -15	13	·	1.8	·	-2.7	5	4	·	?	-8
> COCCCNC(=O)C1CCN(S(=O)(=O)N(CC(C)C)CC(C)C)CC1
  -7	14	-1.2	1.2	3.5	-2.5	-1	-8	27	4	-1
> O=C1CN(C(=O)CSc2nc3ccccc3c(=O)n2Cc2ccc(F)cc2)c2ccccc2N1
  2	0	0.1	3.2	3.1	0.0	-6	-1	5	-1	-22
> COc1ccc(NC(=O)CSc2nnc(-c3ccccn3)n2N)c(OC)c1
  0	23	-0.6	1.6	0.0	-4.5	11	-3	-12	1	-13
